TRPN1 ag – activates the zebrafish TRPN1 channel | hit rate 0.18% among 220,000 | activation, % at 3 µM | HEK293 zebrafish TRPN1-YFP, Fluo-8 calcium fluorescence; 100% = response to 87 µM carbachol;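 active = activation above its plate's cutoff, the mean activation of test wells on that plate plus 3 SD, cut at about 19% in these data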;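 note: 0% = DMSO alone and 100% = 87 µM carbachol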
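System: zebrafish TRPN1-YFP in HEK293 cells / Dosing: 3 µM single point / Timing: dye loading 1 h at 37 °C, then 30 min room temperature / Signal: Fluo-8 calcium fluorescence, excitation 470-495 nm, emission 515-575 nm / Read-out basis: percent activation from peak over basal fluorescence ratio, control-normalized / Control set: high carbachol 87 µM, low DMSO alone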
S1P4 antag – human S1P4 receptor antagonism; S1P4-expressing cells, antagonist mode, reporter read-out; inhibition, % at 4.98 µM; hit rate 0.26% among 220,000; AID 1510; in the data active = inhibition above about 29%;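 note: 0% = wells stimulated with agonist and 100% = vehicle wells without agonist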
Target sequence (O95977 whole entry, looked up): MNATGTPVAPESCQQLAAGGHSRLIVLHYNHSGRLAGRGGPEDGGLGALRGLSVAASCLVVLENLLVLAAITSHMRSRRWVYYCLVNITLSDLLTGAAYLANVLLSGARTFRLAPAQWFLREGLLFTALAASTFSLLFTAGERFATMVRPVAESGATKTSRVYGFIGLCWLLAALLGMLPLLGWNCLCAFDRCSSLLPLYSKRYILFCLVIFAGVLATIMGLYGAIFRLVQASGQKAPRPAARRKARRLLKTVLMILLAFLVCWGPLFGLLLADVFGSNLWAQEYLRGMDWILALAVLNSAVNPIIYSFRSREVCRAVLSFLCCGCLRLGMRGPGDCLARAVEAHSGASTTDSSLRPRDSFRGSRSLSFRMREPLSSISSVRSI
BaF3 tox – reduces parental Ba/F3 cell viability, JAK2V617F counter-screen | CellTiter-Glo ATP luminescence | inhibition, % at 5.6 µM | hit rate 1.1% among 220,000 | AID 1486;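 active = inhibition above a per-campaign cutoff, the mean inhibition of all tested compounds plus 3 SD, cut at about 27% in these data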;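 note: 0% = DMSO wells and 100% = JAK Inhibitor I control wells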
TRPML3 agonist – agonists of human TRPML3 channel; activation, % at 3 µM; HEK293 TRPML3-YFP, Fluo-8 calcium fluorescence; 100% = the carbachol control signal; hit rate 0.29% among 220,000;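 active = activation above its plate's cutoff, the mean activation of the plate's test wells plus 3 SD, cut at about 12% in these data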;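 note: 0% = DMSO only wells and 100% = carbachol wells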
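Test system: HEK293 cells stably carrying human TRPML3-YFP; Doses: single dose, 3 µM final nominal compound, 0.3% DMSO final; Schedule: dye loading 1 h 37 °C then 30 min ambient, 125 s read; Technique: Fluo-8 calcium fluorescence; Benchmarks: high control carbachol 87 µM, low control DMSO.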
m-calpain inh – calpain II (pig) inhibition. purified calpain II, fluorogenic peptide substrate, 30 min. hit rate 0.37% among 220,000. inhibition, % at 16 µM. AID 1236;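 active = inhibition above about 50%, limit read from the data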
S1P4 ag – agonists of human S1P4 receptor; S1P4-expressing cell line, agonist reporter assay; activation, % at 4.98 µM; hit rate 0.35% among 220,000; AID 1509; in the data active = activation above about 11%;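 note: 0% = DMSO vehicle and 100% = reference agonist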
EP2 modulator – modulators of human EP2 prostaglandin E2 receptor; P43116; EP2-expressing cells, cAMP HTRF FRET, PGE2 co-stimulation; induction, % at 25 µM; hit rate 0.83% among 260,000; AID 940;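 active = compounds whose cAMP rise, as percent of the full-agonist control response, exceeds 60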;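 note: rat C6 glioma line stably carrying human EP2 under a CMV promoter; the protocol text gives 20 µM as final concentration; 100% = response of wells given 1 µM PGE2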
Target sequence (P43116 whole entry, looked up): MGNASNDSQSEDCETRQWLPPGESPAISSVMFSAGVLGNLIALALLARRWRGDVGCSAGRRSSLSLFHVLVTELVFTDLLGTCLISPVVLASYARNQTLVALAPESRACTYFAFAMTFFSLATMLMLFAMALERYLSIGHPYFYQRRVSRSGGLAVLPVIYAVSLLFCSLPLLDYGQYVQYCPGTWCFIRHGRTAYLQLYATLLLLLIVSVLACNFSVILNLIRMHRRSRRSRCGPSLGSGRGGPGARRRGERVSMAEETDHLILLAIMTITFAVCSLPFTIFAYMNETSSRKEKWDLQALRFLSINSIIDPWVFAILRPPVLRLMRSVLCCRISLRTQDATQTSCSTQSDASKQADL
Ba/F3 V617F tox – lowers viability of Ba/F3 cells expressing EpoR and JAK2V617F. ATP luminescence. hit rate 1.1% among 220,000. inhibition, % at 5.6 µM;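 active = inhibition above the campaign mean plus 3 SD over all tested compounds, cut at about 24% in these data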;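 note: cytokine-independent growth of Ba/F3 cells driven by EpoR plus mutant JAK2; 0% = DMSO-treated cells and 100% = JAK inhibitor I control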
PERK inhibitor – blocks human PERK kinase; Q9NZJ5; inhibition, % at 5.6 µM; hit rate 0.17% among 220,000; AID 1416; CHO PERK-DD fusion, SEAP luminescence translation reporter;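 active = inhibition above the mean inhibition of all tested compounds plus 3 SD, set separately per screening campaign, cut at about 2.9% in these data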;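 note: PERK kinase domain activated by AP20187 dimerizer at 100 nM; 0% = DMSO with dimerizer and 100% = rapamycin at 8.4 µM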
* = called active by the depositor; i = inactive; nt = not tested or not shown; & = joins results of further samples.

item	Structure	EP2 modulator	S1P4 ag	PERK inhibitor	BaF3 tox	Ba/F3 V617F tox	S1P4 antag	m-calpain inh	TRPML3 agonist	TRPN1 ag
1	Cc1ccc(-c2csc(NC(=O)c3cccc([N+](=O)[O-])c3C(=O)O)n2)cc1	7	-0.4	-0.7	3	3	3	24	0.4	1.0
2	O=C(CNc1ccccc1OC(F)F)N1CCc2ccccc21	6	0.9	0.3	0	2	-1	-19	-0.5	-2.3
3	CCc1nc2ccccc2nc1N1CCN(S(=O)(=O)c2ccccc2)CC1	-2	-0.6	-0.3	-1	2	-8	41	7.9	-2.2
4	CN(Cc1cccnc1)Cc1cn(C)nc1-c1cccc(Cl)c1	3	0.3	-1.1	3	1	-10	7	0.8	0.0
5	Cc1ccc(CNc2ccc3c(c2)ncn3C)cc1	-13	-0.3	1.0	3	-2	14	-29	0.9	-1.3
6	O=C(Nc1ccccc1)Nc1scc2c1c(=O)oc1ccccc12	18	0.1	-0.7	2	-2	9	7	0.6	0.9
7	COc1cccc(CC2(CO)CCCN(Cc3ccc(C)s3)C2)c1 (stereo not given)	26	0.9	1.3	2	0	-12	4	0.1	-0.9
8	COC(=O)CNC(=O)COC(=O)c1cc(SC)ccc1Cl	-4	0.6	0.6	3	-1	-12	-30	0.2	-0.6
9	Cc1cc(C)c2cc(C)c3nnc(SCC(=O)NCc4ccc5c(c4)OCO5)n3c2c1	9	1.1	0.4	-1	2	-1	-146	-0.3	-0.4
10	Cc1ccc(C(=O)OCc2cn(-c3ccccc3)nn2)cc1	-71	2.4	0.5	11	3	-11	39	-0.4	-0.1
11	Cc1c(NC(=O)c2cc3nc(-c4ccccc4)cc(C)n3n2)c(=O)n(-c2ccccc2)n1C	6	0.9	-0.8	5	4	3	-88	0.1	0.9
12	O=C(NN=C1CCCC1)c1ccccc1OCc1ccc(Cl)cc1	-10	-2.3	-0.5	0	1	-5	6	0.1	0.9
13	COc1ccc(-n2c(-c3ccc(Br)cc3)c[n+]3c2CCCCC3)cc1	-40	0.8	0.0	64*	76*	-15	-1	0.9	-1.4
14	CCn1c(SCC(=O)NCc2ccco2)nc2c1c(=O)n(C)c(=O)n2C	3&2	-1.7	0.1	5	2	7	-21	0.1	1.4
15	Cc1ccc(-c2nn(-c3ccccc3)cc2C(=O)Nc2cccc(S(=O)(=O)N3CCOCC3)c2)cc1	7	0.3	-0.2	7	-2	-14	-8	1.3	2.8
16	C/C=C/c1ccc(OCCCCOc2ccccc2F)c(OC)c1	-44	1.1	0.5	3	-3	-20	3	0.2	0.5
17	Cc1ccc(Cn2c(SCC(=O)Nc3cc(C)on3)nc3ccccc3c2=O)cc1	24	-0.1	1.2	3	2	5	-4	-0.2	1.2
18	COc1cc(C(=O)NCC(c2cccnc2)N2CCN(C)CC2)cc(OC)c1OC (stereo not given)	9	0.3	0.2	5	7	-4	-2	0.7	-0.5
19	COc1ccc(C(=O)NCc2cccnc2)cc1S(=O)(=O)N1CCCc2ccccc21	10	0.7	0.3	10	5	-18	-8	1.4	2.2
20	Cc1cc(S(=O)(=O)N2CCN(c3c(C)cccc3C)CC2)ccc1F	19	-0.2	0.7	3	-1	0	13	-0.4	-1.1

Arranged by the number under EP2 modulator (highest first): 3 from the list above
item	Molecule	EP2 modulator
19	COc1ccc(C(=O)NCc2cccnc2)cc1S(=O)(=O)N1CCCc2ccccc21	10
15	Cc1ccc(-c2nn(-c3ccccc3)cc2C(=O)Nc2cccc(S(=O)(=O)N3CCOCC3)c2)cc1	7
11	Cc1c(NC(=O)c2cc3nc(-c4ccccc4)cc(C)n3n2)c(=O)n(-c2ccccc2)n1C	6

Other compounds follow.
item	Structure	EP2 modulator	S1P4 ag	PERK inhibitor	BaF3 tox	Ba/F3 V617F tox	S1P4 antag	m-calpain inh	TRPML3 agonist	TRPN1 ag
21	CC(C)Cn1c(CNC(=O)c2ccccc2)nc2ccccc21	13	-0.3	-0.3	3	-1	-6	8	-0.5	-0.3
22	Cc1cc(C(F)(F)F)nc(NCc2cccnc2)n1	18	0.6	0.3	1	1	0	-16	-0.6	-0.4
23	Cc1c(NC(=O)c2nn3c(C(F)(F)F)cc(-c4ccccc4)nc3c2Br)c(=O)n(-c2ccccc2)n1C	-60	-0.4	-0.4	6	-2	2	4	0.1	0.0
24	CCNC(=S)N/N=C/c1c(Cl)cccc1Cl	-10	0.4	0.3	9	1	-14	26	-0.7	-0.6
25	CC(C)c1ccc(C2NC(=S)NC3=C2C(=O)CCC3)cc1 (stereo not given)	28	-0.2	0.7	6	-1	-9	-8	1.0	2.0
26	COc1ccc(S(=O)(=O)N2CCCCC2C(=O)O)cc1 (stereo not given)	15	0.5	0.4	1	-2	-6	-9	1.5	-0.4
27	CC(=O)c1cc(-c2ccccc2)n(CC(=O)Nc2cccc(C)c2C)c1C	10	0.0	0.8	3	-6	-10	33	-0.6	-0.6
28	COc1cccc(/C=N/NC(=O)CCCc2ccc(OC)c(C)c2)c1	-6	-0.1	0.2	4	-1	-14	24	-0.3	-0.5
29	CC(/C=N/Nc1nnc(C)c(=O)[nH]1)=C\c1ccccc1	-27	3.2	2.2	4	-2	0	25	-0.3	-0.5
30	CC1(C)C2CCC1(CS(=O)(=O)Nc1ccc(S(=O)(=O)N3CCCCC3)cc1)C(=O)C2 (stereo not given)	14	1.1	0.3	7	-2	-9	2	0.0	1.2
31	CCN1CCN(C(=O)CSc2cc(=O)n(C)c3ccccc23)CC1	20	-0.2	-0.1	4	5	-10	19	0.6	-0.3
32	CN(C(=O)c1cccc(N2C(=O)C3CC=CCC3C2=O)c1)C1CCCCC1 (stereo not given)	-6	1.6	0.1	-1	-2	-14	-9	0.8	-0.3
33	CCCS(=O)(=O)N1CCCC(C(=O)NCCN(Cc2ccccc2)C(C)C)C1 (stereo not given)	5	2.0	-0.3	4	5	4	-25	0.0	0.1
34	CCc1ccc(-c2cc(C(=O)NCc3ccco3)c3ccccc3n2)s1	-16	-2.5	0.0	0	-5	-3	i	-0.4	-0.6
35	COc1ccc(NC(=O)COC(=O)CCCN2C(=O)c3ccccc3C2=O)cc1Cl	29	0.2	1.1	2	-1	17	12	0.3	-0.8
36	O=C(NC(=S)NCCC1=CCCCC1)c1ccccc1Br	-50	-0.6	0.5	7	1	-8	-45	0.2	-1.5
37	COC(=O)CSc1nnc2c3c4c(sc3nc(-n3nc(C)cc3C)n12)COC(C)(C)C4	11	0.1	-1.2	-1	-3	0	-188	0.6	0.3
38	COC(=O)c1cc(CSc2nc3ccc(C)cc3[nH]2)oc1C	nt	0.6	-0.8	5	0	-15	nt	0.2	1.7
39	Cc1cccc(C)c1NC(=O)NC1CC2CCC(C1)N2Cc1cccs1 (stereo not given)	7	-0.6	-0.8	3	1	-10	15	0.4	0.9
40	CCN1CCN(CC(=O)N2c3ccccc3CC2C)CC1 (stereo not given)	14	-0.4	0.4	4	-1	-6	-9	0.7	1.5

Another view of 3 compounds above.
[34] CCc1ccc(-c2cc(C(=O)NCc3ccco3)c3ccccc3n2)s1
[35] COc1ccc(NC(=O)COC(=O)CCCN2C(=O)c3ccccc3C2=O)cc1Cl
[36] O=C(NC(=S)NCCC1=CCCCC1)c1ccccc1Br

| Compound | 34 | 35 | 36 |
| --- | --- | --- | --- |
| EP2 modulator | -16 | 29 | -50 |
| S1P4 ag | -2.5 | 0.2 | -0.6 |
| PERK inhibitor | 0.0 | 1.1 | 0.5 |
| BaF3 tox | 0 | 2 | 7 |
| Ba/F3 V617F tox | -5 | -1 | 1 |
| S1P4 antag | -3 | 17 | -8 |
| m-calpain inh | i | 12 | -45 |
| TRPML3 agonist | -0.4 | 0.3 | 0.2 |
| TRPN1 ag | -0.6 | -0.8 | -1.5 |

Following part.
item	Structure	EP2 modulator	S1P4 ag	PERK inhibitor	BaF3 tox	Ba/F3 V617F tox	S1P4 antag	m-calpain inh	TRPML3 agonist	TRPN1 ag
41	Cc1ccc(O)c(NC(=S)NC(=O)C(C)C)c1	-22	2.6	0.1	0	1	-9	4	-0.8	-2.0
42	CC(=O)OC12CC3CC(C1)C(=NO)C(C3)C2	17	-0.3	1.1	0	-1	5	-12	0.6	1.5
43	Cc1cc(-c2nnc3sc(C4CCCCC4)nn23)n[nH]1	27	-0.2	0.1	4	5	-12	16	0.0	0.2
44	O=C(O)CSc1nc2ccccc2c(=O)[nH]1	20	0.9	-0.3	3	2	-8	-29	0.1	-0.5
45	Cc1ccc(S(=O)(=O)N(C)C)cc1NC(=O)C1CCCCC1	-11	-1.5	-0.2	-1	-5	5	8	0.3	-1.1

Along the list, quoted from above.
Entries 41–45 in EP2 modulator, in turn: -22, 17, 27, 20, -11
Entries 41–45 in m-calpain inh, in turn: 4, -12, 16, -29, 8
Entries 41–45 in TRPN1 ag, in turn: -2.0, 1.5, 0.2, -0.5, -1.1

Reformatted field by field: entries from further up
#24 CCNC(=S)N/N=C/c1c(Cl)cccc1Cl
  EP2 modulator: -10
  S1P4 ag: 0.4
  PERK inhibitor: 0.3
  BaF3 tox: 9
  Ba/F3 V617F tox: 1
  S1P4 antag: -14
  m-calpain inh: 26
  TRPML3 agonist: -0.7
  TRPN1 ag: -0.6

#25 CC(C)c1ccc(C2NC(=S)NC3=C2C(=O)CCC3)cc1 (stereo not given)
  EP2 modulator: 28
  S1P4 ag: -0.2
  PERK inhibitor: 0.7
  BaF3 tox: 6
  Ba/F3 V617F tox: -1
  S1P4 antag: -9
  m-calpain inh: -8
  TRPML3 agonist: 1.0
  TRPN1 ag: 2.0

#26 COc1ccc(S(=O)(=O)N2CCCCC2C(=O)O)cc1 (stereo not given)
  EP2 modulator: 15
  S1P4 ag: 0.5
  PERK inhibitor: 0.4
  BaF3 tox: 1
  Ba/F3 V617F tox: -2
  S1P4 antag: -6
  m-calpain inh: -9
  TRPML3 agonist: 1.5
  TRPN1 ag: -0.4

Assay outcomes: PubChem BioAssay, several laboratories
